# HepG2 viability: kills HepG2 cells in TGF-b inhibitor counter-screen; HepG2 CAGA-GFP viability, ATP luminescence, 18 h; Potency, µM (doses to about 46.1 µM), for the others: top-dose activity change, negative = cytotoxicity, hits mostly cytotoxic; actives 0.76% (n = 410,000); AID 588856; note: potency is the fitted concentration of half-maximal effect; some results filed as inactive show a strong effect at the top dose
#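 CellTiter-Glo luminescence gave cytotoxicity after 18 hours at 37 degrees C. The cells were HepG2 CAGA-GFP in 1% FBS DMEM, stimulated with 500 pg/mL TGF-beta after compound addition. %Activity was normalised to no-cell wells (complete cell-killing) and DMSO (no toxicity), and curves were fitted and classified.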
# MCF10A rerep: inducers of DNA re-replication in MCF 10A breast cells | AID 624296 | actives 2.9% (n = 350,000) | MCF 10A DNA re-replication, Hoechst nuclear intensity, 48 h | Potency, µM (series often up to 46.1 µM), for the others: at the top dose activity, positive = re-replication, hits mostly activators; note: potency is the fitted concentration of half-maximal effect; % of control where 0% means no effect; nearly all actives have a fitted effect of over 50% in size
# S2 tox: reduces viability in counter-screen for ATXN expression inhibitors | S2 cells (HEK-293 line with an ATXN2-luciferase reporter) viability, CellTiter-Fluor protease fluorescence, 24 h | Potency, µM (highest dose often 56.7 µM), actives largely listed as cytotoxic | actives 0.49% (n = 400,000); note: potency is the fitted concentration of half-maximal effect; nearly all actives have a fitted effect of over 40% in size
# A549 tox: kills or reduces viability of A549 cells in Nrf2 counter-screen; Potency, µM (highest dose often 46 µM), inactives show at the top dose activity change, negative = cytotoxicity, hits mostly inhibitors; A549 ARE-Fluc cells, CellTiter-Fluor viability, 18-24 h; actives 0.16% (n = 390,000); note: potency is the fitted concentration of half-maximal effect; % is set by controls: 0 for no effect and ±100 for the full control effect
#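 Cytotoxicity counterscreen: CellTiter-Fluor fluorescence was measured in A549 ARE_Fluc cells after 18-24 h of compound exposure in a concentration series. The subsequent BugLite luminescent read reports ARE-luciferase activity.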
# Nrf2 inh: blocks Nrf2 signaling; actives 2.1% (n = 360,000); AID 504444; Potency, µM (titrated, usually from 46 µM), for the others: at the highest dose activity change, negative = inhibition, hits mostly inhibitors; A549 ARE-Fluc reporter, luciferase luminescence, 18-24 h; note: potency is the fitted concentration of half-maximal effect; % is set by controls: 0 for no effect and ±100 for the full control effect; nearly all actives have a fitted effect of over 60% in size
#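 Quantitative HTS in A549 cells stably bearing an antioxidant response element-firefly luciferase construct. Inhibition of Nrf2-driven transcription was scored by luminescence after 18-24 h of compound exposure at 37 °C.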
# IL1B secr inh: inhibitors of inflammasome signaling (IL-1 beta secretion); THP-1 LPS/ATP IL-1B secretion, AlphaLISA, 16 h; active compounds read low; activity change, % at 57.5 µM; actives 4.7% (n = 360,000); AID 743279; in the data active = activity change below about -50%; inconclusive = mostly about -30% to -49%; note: % is set by controls: 0 for no effect and ±100 for the full control effect
#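 THP-1 cells pretreated 1 hr with compounds (up to 57.5 uM final), then stimulated with LPS (250 ng/mL final) plus ATP (1.25 mM final); secreted IL-1B measured by AlphaLISA after 16 hr, decreased signal indicating inhibition.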
# TGFb inhibitor: blocks TGF-b signaling; HepG2 CAGA-GFP TGF-b/SMAD3 reporter, GFP fluorescence, 18 h; TGF-beta stimulated, 500 pg/mL final; Potency, µM (doses to about 46.1 µM), inactives show top-dose activity, negative = inhibition, usual class: inhibitors; actives 1.2% (n = 410,000); AID 588855; note: potency is the fitted concentration of half-maximal effect; % is set by controls: 0 for no effect and ±100 for the full control effect; nearly all actives have a fitted effect of over 65% in size
#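 HEPG2 CAGA-GFP reporter cells (1000/well, DMEM with 1% FBS) received compounds, then recombinant TGF-beta at 500 pg/mL final for 18 hours at 37 degrees C. Per-cell GFP summed per well was normalised to unstimulated and stimulated DMSO controls before curve fitting.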
# * marks the source's active call; other numbers are inactive results; i = inactive; u = inconclusive; x = not tested or not shown; [ ] = dose if it differs, or a comment. Unless noted, calls come from the whole dose curve; as a rule, active = well fitted curve in the direction sought with a large enough effect; inconclusive = small, poorly fitted or top-dose-only effect, or another doubt; inactive = no such curve, though single readings can be large; an effect the other way counts as inactive or inconclusive. Not all compounds are listed (hit frequency here may not be typical).
# Value order – HepG2 viability, MCF10A rerep, S2 tox, A549 tox, Nrf2 inh, IL1B secr inh, TGFb inhibitor
> Oc1c(Br)cc(Br)cc1Oc1ccc(Br)cc1Br
→ x, 5.8µM*, x, x, x, x, x
> CC[C@]1(c2cccc(O)c2)CCCCN(C)C1
→ x, -9%[20.6 µM], x, x, x, x, x
> COC(=O)C(c1ccccc1)C1CCCCN1 (stereo not given)
→ x, 6%, x, x, x, x, x
> O=C(NC(=O)c1c(F)cccc1F)Nc1ccc(Cl)c(Oc2ncc(C(F)(F)F)cc2Cl)c1
→ x, u, x, x, x, x, x
> C[C@]12O[C@H](C[C@]1(O)CO)n1c3ccccc3c3c4c(c5c6ccccc6n2c5c31)CNC4=O
→ x, u, x, x, x, x, x
> Clc1ccc(Cl)cc1
→ x, -1%, x, x, x, x, x
> CN1C2CCC1CC(OC(c1ccccc1)c1ccc(Cl)cc1)C2 (stereo not given)
→ x, 19%, x, x, x, x, x
> C[C@H](N)Cc1ccccc1
→ x, 0%, x, x, x, x, x
> CCN(CC)C(=O)N[C@@H]1C[C@@H]2c3cccc4[nH]cc(c34)C[C@H]2N(C)C1
→ x, -5%, x, x, x, x, x
> Oc1cccc[c]1[Hg][Cl]
→ x, 14%, x, x, x, x, x
> CC(C)[C@@]1(NC(=O)[C@H]2CC3c4cccc5[nH]cc(c45)C[C@H]3N(C)C2)O[C@@]2(O)C3CCCN3C(=O)[C@@H](Cc3ccccc3)N2C1=O (stereo not given in full)
→ x, u, x, x, x, x, x
> CCCCCCCCCC[N+](C)(C)CCCCCCCCCC
→ x, u, x, x, x, x, x
> C[C@H](N)[C@@H](O)c1ccccc1
→ x, -6%[20.6 µM], x, x, x, x, x
> F/C(COc1ccc2c(c1)[nH]c1ccccc12)=C1/CN2CCC1CC2
→ x, 22%, x, x, x, x, x
> C[N+]1(C)[C@@H]2CC(OC(=O)[C@@H](CO)c3ccccc3)C[C@@H]1[C@H]1O[C@H]12 (stereo not given in full)
→ x, 10%, x, x, x, x, x
> CC(C)C[C@H]1C(=O)N2CCCC2[C@]2(O)O[C@](NC(=O)[C@@H]3C=C4c5cccc6[nH]c(Br)c(c56)C[C@H]4N(C)C3)(C(C)C)C(=O)N12 (stereo not given in full)
→ x, 14%, x, x, x, x, x
> N#CC(C#N)=Cc1cc(O)c(O)c(O)c1
→ x, -7%, x, x, x, x, x
> CN(C)[C@H]1C(=O)C(C(N)=O)=C(O)[C@]2(O)C(=O)C3=C(O)c4c(O)cccc4[C@@](C)(O)[C@H]3C[C@@H]12
→ x, 0%[20.6 µM], x, x, x, x, x
> Clc1ccc(CC[C@H](Cn2ccnc2)Sc2c(Cl)cccc2Cl)cc1
→ x, 11%[20.6 µM], x, x, x, x, x
> N#CN
→ x, -2%, x, x, x, x, x
> O[C@H]1[C@H]2[C@H](O)CCCN2C[C@H]1O
→ x, 4%, x, x, x, x, x
> O=C(Oc1ccc2cc(Br)ccc2c1)N1CCCCCC1
→ x, u, x, x, x, x, x
> Clc1ccccc1Cl
→ x, -1%, x, x, x, x, x
> CNC(C)C(O)c1ccc(O)cc1 (stereo not given)
→ x, 7%, x, x, x, x, x
> CNC(C)[C@@H](O)c1ccccc1 (stereo not given in full)
→ x, 4%, x, x, x, x, x
> O=[As]O[As]=O (stereo not given)
→ x, 11%, x, x, x, x, x
> O=C(CS(=O)C(c1ccccc1)c1ccccc1)NO (stereo not given)
→ x, 0%, x, x, x, x, x
> O=c1ccc2cc(O[C@H]3O[C@@H](CO)[C@@H](O)[C@@H](O)[C@@H]3O)c(O)cc2o1
→ x, u, x, x, x, x, x
> N[C@@H](Cc1cc(Br)c(O)c(Br)c1)C(=O)O
→ x, 18µM*, x, x, x, x, x
> C[C@@H]1CC[C@H]2[C@@H](C)C(=O)O[C@@H]3OC4(C)CC[C@@H]1C32OO4 (stereo not given in full)
→ x, 26%, x, x, x, x, x
> Clc1ccc2c(c1)C(c1ccccc1)=NCc1nncn1-2
→ x, 2%, x, x, x, x, x
> CC1(C)[C@@H](C=C(Cl)Cl)[C@@H]1C(=O)OCc1c(F)c(F)cc(F)c1F
→ x, 2%, x, x, x, x, x
> Cc1ccc2c(c1)[C@@H]1CN(C)CC[C@H]1N2
→ x, 2%, x, x, x, x, x
> CN1C[C@H](C(=O)N[C@]2(C)O[C@@]3(O)[C@@H]4CCCN4C(=O)[C@H](Cc4ccccc4)N3C2=O)C=C2c3cccc4[nH]cc(c34)C[C@H]21
→ x, -9%, x, x, x, x, x
> CN1c2ccccc2C(NCCCCCCC(=O)O)c2ccc(Cl)cc2S1(=O)=O (stereo not given)
→ x, 0%, x, x, x, x, x
> CC(C)(C)c1cc(O)ccc1O
→ x, 30µM*, x, x, x, x, x
> c1cc2c(c(NC3=NCCN3)c1)CCCC2
→ x, 0%, x, x, x, x, x
> CCCCCl
→ x, -3%, x, x, x, x, x
> CCC1C(C)=NN=C(c2ccc(OC)c(OC)c2)c2cc(OC)c(OC)cc21 (stereo not given)
→ x, 11%, x, x, x, x, x
> CS(=N)(=O)CC[C@@H](N)C(=O)O (stereo not given in full)
→ x, x, i, x, x, x, x
> CN[C@@]1(c2ccccc2Cl)CCCCC1=O
→ x, x, i, x, x, x, x
> C/C=C1\C[N@@+]2(C)CC[C@@]34C(=C(C=O)[C@H]1C[C@H]32)Nc1ccccc14
→ x, x, i, x, x, x, x
> CN1CCC2=C[C@H](O)[C@@H]3OC(=O)c4cc5c(cc4[C@H]3[C@H]21)OCO5
→ x, x, u, x, x, x, x
> CCN1C[C@]2(C)CC[C@H](O)[C@@]34[C@@H]5CC6[C@@H](OC)C[C@@](O)([C@@H]5[C@@H]6O)[C@H](C[C@@H]23)[C@H]14
→ x, x, i, x, x, x, x
> C[N+]1([O-])[C@@H]2CC[C@H]1CC(OC(=O)C(CO)c1ccccc1)C2 (stereo not given in full)
→ x, x, i, x, x, x, x
> CCN(CC)/[N+]([O-])=N/O
→ x, x, i, x, x, x, x
> COc1ccc2c3c1O[C@H]1[C@@H](O)C=C[C@H]4[C@@H](C2)NCC[C@@]341
→ x, x, i, x, x, x, x
> c1cncc(C2=NCCC2)c1
→ x, x, i, x, x, x, x
> C[C@H]1CC[C@@H]2[C@@H](C)C(=O)O[C@H]3O[C@@]4(C)CC[C@H]1[C@@]32OO4
→ x, x, i, x, x, x, x
> COC(=O)[C@H]1[C@@H](OC(=O)c2ccccc2)C[C@@H]2CC[C@H]1N2C
→ x, x, i, x, x, x, x
> CC(C)[C@H]1C(=O)N2CCC[C@H]2[C@]2(O)O[C@](NC(=O)[C@@H]3C[C@@H]4c5cccc6[nH]cc(c56)C[C@H]4N(C)C3)(C(C)C)C(=O)N12
→ x, x, u, x, x, x, x
> CC(NC(=O)c1cc(F)ccc1F)c1nnc2n1CCN(Cc1ccc(-c3ccccc3)cc1)CC2 (stereo not given)
→ x, x, u, x, x, x, x
> O=C(O)CCCO
→ x, x, i, x, x, x, x
> COc1ccc(C[C@H]2c3cc(OC)c(OC)cc3CCN2C)cc1OC
→ x, x, i, x, x, x, x
> CN1[C@@H](CC(=O)c2ccccc2)CCC[C@@H]1C[C@@H](O)c1ccccc1
→ x, x, i, x, x, x, x
> COc1cc2nc(N(C)C)c(CNCCc3c[nH]c4ccccc34)cc2c(OC)c1OC
→ x, x, i, x, x, x, x
> CCOP(=S)(OCC)SCSc1ccc(Cl)cc1
→ x, x, u, x, x, x, x
> C[C@H]1CC[C@@]2(NC1)O[C@@H]1C[C@H]3[C@@H]4CC=C5C[C@@H](O)CC[C@]5(C)[C@@H]4CC[C@]3(C)[C@@H]1[C@@H]2C
→ x, x, i, x, x, x, x
> CC[C@H]1CN2CC[C@@H]1C[C@H]2[C@@H](O)c1ccnc2ccc(OC)cc12
→ x, x, u, x, x, x, x
> C[C@H]1C(=O)O[C@@H]2CCN3CC=C(COC(=O)[C@@](C)(O)[C@@]1(C)O)[C@H]23
→ x, x, i, x, x, x, x

# New compounds follow:
# Value order – HepG2 viability, MCF10A rerep, S2 tox, A549 tox, Nrf2 inh, IL1B secr inh, TGFb inhibitor
> C[C@H]1CC[C@@]2(NC1)O[C@@H]1C[C@H]3[C@@H]4CC[C@@H]5C[C@@H](O)CC[C@@]5(C)[C@@H]4CC[C@]3(C)[C@@H]1[C@@H]2C
→ x, x, i, x, x, x, x
> COC1=CC(=O)O[C@@H](/C=C\c2ccccc2)C1
→ x, x, i, x, x, x, x
> C=C[C@H]1CN2CC[C@@H]1C[C@H]2[C@@H](O)c1ccnc2ccccc12
→ x, x, i, x, x, x, x
> CC[C@H]1[C@@H]2C[C@H]3[C@@H]4N(C)c5ccccc5[C@]45C[C@@H](C2[C@H]5O)N3[C@@H]1O (stereo not given in full)
→ x, x, i, x, x, x, x
> CCN1C[C@@]2(COC)CC[C@H](O)[C@@]34[C@@H]2C[C@@H]([C@@H]13)[C@]1(O)C[C@@H](OC)C2C[C@H]4[C@H]1[C@H]2OC(C)=O
→ x, x, i, x, x, x, x
> C=C1[C@@H]2C[C@@]3([C@H]1O)[C@H]1C[C@@H]4[C@@]5(C)CC[C@H](O)[C@]4([C@H]1N(CC)C5)[C@H]3C[C@H]2O
→ x, x, i, x, x, x, x
> CCN1C[C@]2(COC)CC[C@H](O)[C@@]34[C@@H]5C[C@H]6[C@@H](OC)[C@H]5[C@](O)(C[C@@H]6OC)[C@@](O)([C@@H](OC)[C@H]23)[C@@H]14
→ x, x, i, x, x, x, x
> C[C@]12CC[C@H]3[C@@H](CCC4=CC(=O)CC[C@@]43C)[C@@H]1CC[C@@H]2OC(=O)CCc1ccccc1
→ x, x, u, x, x, x, x
> Cc1ccc2c(c1)[C@]13CCCC[C@@H]1[C@H](C2)N(C)CC3
→ x, x, i, x, x, x, x
> COc1cc2c(cc1O)[C@H]1Cc3ccc(OC)c(O)c3CN1CC2
→ x, x, u, x, x, x, x
> O=P(/C=C1\OCc2ccccc21)(Oc1ccccc1)Oc1ccccc1
→ x, x, x, x, x, 0, x
> CNC(=O)C[C@H]1CC[C@@H]2NC[C@H](O)COC[C@H]2O1
→ x, x, x, x, x, 19, x
> CC[C@H]1c2ccccc2[C@@H]2CC[C@H]1N2c1ccccc1
→ x, x, x, x, x, 26, x
> Cn1cc(P(=S)(c2ccccc2)c2ccccc2)c2ccccc21
→ x, x, x, 14%, u, x, x
> C[n+]1cc(P(=S)(c2ccccc2)c2ccccc2)n2ccccc21
→ x, x, x, -1%, -7%, x, x
> O=C(Nc1cc[c]([Sb](=[O])([OH])[OH])cc1)c1ccccc1
→ 1%, x, x, x, x, x, u
> O=C(CN1CCOCC1)c1ccc2ccccc2c1
→ -5%, x, x, x, x, x, -6%

# High-throughput results: PubChem BioAssay, National Center for Advancing Translational Sciences (NCATS)
